M1AAP inhibition = malaria alanyl aminopeptidase activity blockers – biochemical, fluorogenic H-Leu-NHMec substrate, 1536-well (AID 1445); recombinant M1AAP, H-Leu-NHMec fluorogenic kinetic assay; higher % means a stronger effect; inhibition, % at 30 µM, or IC50 in µM where a hit was titrated; 220,000 compounds, 0.42% hits;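 active means primary inhibition above the hit cutoff, then over 50% inhibition at one or more dose response concentrations, cut at about 23% in these data, passing the limit was not always enough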;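 further: plate controls were DMSO full reaction for no effect and no enzyme background for full effect; strong numbers were not always called active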
Dynein cargo inh = dynein cargo transport inhibition; 3617.4 mouse cells, GR-EGFP nuclear translocation imaging; test concentration mostly 20 µM; stimulated with dexamethasone, 1 µM; hits give low values; 220,000 compounds, 0.47% hits; z-score, hits read low; AID 1381;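 active means plate z-score of nuclear minus cytoplasmic receptor signal below a set negative limit, without overly bright fluorescence or cell loss, cut at about -3.5 in these data, passing the limit was not always enough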;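 further: z-score of nuclear minus cytoplasmic ring GR-EGFP intensity difference per well; some compounds called inactive have numbers as strong as hits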
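Buffer or medium: tetracycline-free induction medium containing charcoal-stripped FBS / Reagent: dexamethasone agonist, 1.0 µM final, for 30 min / Technique: automated 10x imaging of fixed Hoechst-stained cells / Times: induction 48 h, compound 1 h, agonist 30 min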
Yfh1-off respiration = mitochondrial function rescue without frataxin homolog – Friedreich's ataxia, plus single-dose screen, dose response (AID 1465) | S. cerevisiae Yfh1-off respiration, WST-1 reduction, 72 h; higher fold induction means a stronger effect | fold induction at 50 µM, or EC50 in µM where a hit was titrated | 220,000 compounds, 0.074% hits;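 active means fold induction of absorbance versus untreated yeast above a set limit, then at least 30% activation at any dose in follow-up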;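 further: activators that raise dye reduction in frataxin-depleted yeast; strong numbers were not always called active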
T cell modulator = modulates CD8 T cell binding to vesicles. 2C CD8+ T cell-vesicle binding, flow cytometry; hits give low values. 330,000 compounds, 0.068% hits. calls only at 7 µM;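 active means response, share of CD8 T cells binding vesicles, and their 90th percentile fluorescence all below set limits, cut at about 80% in these data, passing the limit was not always enough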
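Assay system – 2C mouse CD8+ T cells · Also added – QL9-loaded Drosophila micro-vesicles · Timing – Cell–vesicle co-incubation 1.5 h at 37 °C, staining 20 min on ice · Signal – flow cytometry of vesicle-bound cells · Measure – percent CD8+ FL2 mean versus row control · Controls – Peptide-free naked vesicles (low) and QL9 vesicles with 0.7% DMSO vehicle (high)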
P. falciparum M17LAP = P. falciparum M17LAP inhibitors, primary screen, biochemical, fluorogenic H-Leu-NHMec substrate, 1536-well (AID 1619) | recombinant M17LAP, H-Leu-NHMec fluorogenic kinetic assay; higher % means a stronger effect | inhibition, % at 30 µM; hits with a dose series show IC50 in µM | 220,000 compounds, 0.38% hits;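 active means compound inhibiting the enzyme by more than half at any dose during confirmatory dose-response retesting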;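 further: plate controls were full reaction with DMSO carrier for no effect and no enzyme background for full effect; strong numbers were not always called active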
Autophagy HCS = alters autophagy in cells; MEF GFP-LC3 puncta imaging; test concentration mostly 10 µM; calls only at 10 µM (by protocol); 190,000 compounds, 0.98% hits; AID 463193;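 active means percentage of spot-positive cells more than 3 SD above its plate mean, without a fluorescence outlier flag or 80% toxicity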;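 further: spot-positive cell cutoff set from DMSO-treated cells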
b-catenin transl = alters nuclear translocation of beta-catenin in HeLa cells; immunofluorescence imaging; nuclear translocation activity, % at 5 µM; 190,000 compounds, 0.3% hits;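 active means nuclear translocation activity above 50% at 5 µM, with a well cell count of 50 or more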;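 further: per-cell ratio of nuclear to cytoplasmic median beta-catenin stain intensity; plate controls were DMSO negative control for no effect and GSK-3 inhibitor IX positive control for full effect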
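System: HeLa cells, endogenous beta-catenin; compound dosing: 5 µM primary single dose, 0.1% DMSO, 0.02–20 µM confirmation series; incubation: 24 h compound exposure at 37°C, 5% CO2; signal: beta-catenin immunofluorescence imaging with DAPI; evaluation: % activation, nuclear-to-cytoplasmic median beta-catenin signal ratio per cell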
WT yeast gro inh = growth inhibition of WT yeast, mitochondrial fusion screen. mitochondrial fusion phenotypic screen, WT strain. inhibition, % at 10 µM. 190,000 compounds, 2.1% hits. AID 1362; in the data active means inhibition above about 58%; tested in S. cerevisiae
MT stabilizer = microtubule stabilization, imaging screen; 200,000 compounds, 0.83% hits; HeLa tubulin immunostaining HCS, 24 h; share of cells brighter than vehicle mean+2SD; % tubulin-high responders, % at 10 µM;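 active means plate Z-score above 3 for both tubulin-high and condensed-nucleus cell shares, with cell loss under 80%, at 10 µM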;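 further: anti alpha tubulin signal scored within the nucleus-defined area of each cell; some results filed as inactive read as strong as hits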
WT yeast gro inh mutant strain = further read-out of WT yeast gro inh, marked with its call; inhibition, %; mitochondrial fusion phenotypic screen, mutant strain inhibition
Dynein cargo inh cytoplasmic EGFP = further read-out of Dynein cargo inh, marked with its call; z-score; measured here: cytoplasmic GR-EGFP intensity; hits give high values
Dynein cargo inh nuclear GR-EGFP = recorded beside Dynein cargo inh, whose call it bears; z-score; measured here: nuclear GR-EGFP intensity;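 lower value marks the stronger effect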
Dynein cargo inh cell count = also measured in Dynein cargo inh; calls as there; z-score; measured here: cell count per field
b-catenin transl cell count 5 µM = recorded beside b-catenin transl, whose call it bears; cell count; measured here: cell count, cytotoxicity flag
T cell modulator vesicle-bound % = second read-out of T cell modulator, no call of its own (marks repeat the call); double positive events, %; measured here: CD8+ vesicle-bound cell fraction;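 binding gate set so that unloaded-vesicle control wells show 10% double positive cells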
MT stabilizer Hoechst-high % = second read-out of MT stabilizer, no call of its own (marks repeat the call); % Hoechst-high responders; measured here: nuclear condensation Hoechst responders;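 share of cells brighter than vehicle mean plus two SD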
MT stabilizer cytotoxicity % = further read-out of MT stabilizer, marked with its call; toxicity, %; measured here: cytotoxicity by cell density;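 0% = mean cell density of plate MIN control wells and 100% = no cells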
Autophagy HCS cell loss 18 h = further read-out of Autophagy HCS, marked with its call; toxicity, %; measured here: cell loss, nuclei count;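 cell loss after 18 h compound exposure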
* = called active by the depositor; i = inactive; · = not tested or not shown. This is a random part of the collection. Share with any hit: about 4.4%.

SMILES	M1AAP inhibition	Dynein cargo inh	Dynein cargo inh cytoplasmic EGFP	Dynein cargo inh nuclear GR-EGFP	Dynein cargo inh cell count	Yfh1-off respiration	T cell modulator	T cell modulator vesicle-bound %	P. falciparum M17LAP	Autophagy HCS	Autophagy HCS cell loss 18 h	b-catenin transl	b-catenin transl cell count 5 µM	WT yeast gro inh	WT yeast gro inh mutant strain	MT stabilizer	MT stabilizer Hoechst-high %	MT stabilizer cytotoxicity %
Cc1c(NS(=O)(=O)c2ccc(Cl)c(C(=O)OCC(=O)NCc3ccco3)c2)c(=O)n(-c2ccccc2)n1C	-3.6%	2.72	-0.122	0.968	-1.25	i	i	39.6	10.0%	i	3.6	-0.1	1110	10.3	-4.9	3.8	1.9	6.7
COC(=O)c1ccc(Oc2coc3cc(OCc4ccc([N+](=O)[O-])cc4)ccc3c2=O)cc1	2.8%	1.29	-0.215	0.832	-1.47	i	i	25.9	-2.2%	i	24.6	3.3	1017	11.3	-8.8	4.7	2.3	0.9
O=C(O)C1C2C=CC(C2)C1C(=O)NCc1ccc(Cl)c(Cl)c1 (stereo unspecified)	11.9%	0.597	-0.284	-0.177	-0.316	i	i	45.1	32.5%	i	-7.1	1.0	940	2.1	-7.6	2.9	2.3	2.6
N#Cc1cn(CCOC(=O)c2cccc(C(F)(F)F)c2)c(=O)[nH]c1=O	-9.0%	2.94	-0.237	2.17	-2.49	i	i	63.5	3.6%	i	-16.7	1.3	1077	-19.1	2.9	3.0	3.8	4.2
C=Cn1cc[n+](CC(=O)c2ccc(C)cc2)c1	12.7%	-0.592	-0.374	-0.301	0.903	i	i	10.5	15.9%	i	4.6	·	·	-11.1	7.2	1.9	1.0	4.0
CC1=C(Sc2nc3ccccc3[nH]2)C(=O)NC(C)(C)C1	-0.4%	-0.305	-0.183	-0.276	0.485	i	i	31.4	-0.4%	i	4.9	-0.3	1125	13.1	24.8	1.8	1.4	3.5
CNC(=O)Nc1ccc2nc(C)oc2c1	3.7%	-0.044	-0.238	0.362	0.578	i	i	21.6	8.0%	·	·	0.2	1299	·	·	·	·	·
O=C(Nc1cccc(Br)c1)/C(=C\c1cccnc1)NC(=O)c1ccco1	11.5%	0.0956	-0.245	-0.325	0.348	i	i	40.0	8.9%	i	8.4	·	·	22.6	42.5	1.4	1.7	8.7
O=c1c2c(ncn2C2CCCC2)n(Cc2ccccc2)c(=O)n1CCOc1ccccc1	11.2%	-0.769	-0.191	-0.366	-0.119	i	i	7.2	2.6%	i	11.0	-0.4	1059	30.7	5.0	6.2	2.2	11.8
C=CCNC(=S)N/N=C/c1cn(-c2ccccc2)nc1-c1ccc(OC)cc1	-1.5%	-0.844	-0.261	-0.644	0.61	i	i	34.9	3.0%	i	9.4	-1.6	1068	6.4	4.3	5.0	4.4	1.3
CCOC(=O)c1c(NC(=O)CSc2ncn[nH]2)sc(C)c1C	1.3%	-0.796	-0.134	-0.122	0.35	i	i	4.4	29.7%	i	-8.3	-0.4	1064	-5.3	5.2	1.8	0.5	13.4
O=C1CCc2cc(S(=O)(=O)N3CCN(Cc4ccc5c(c4)OCO5)CC3)ccc2N1	1.9%	-0.526	-0.217	0.0128	-0.25	i	·	·	4.7%	i	-15.2	-3.7	909	-15.7	-3.2	6.2	3.6	7.3
CC1=Nc2ccccc2N=C(NC(=O)CN2CCN(c3ccc(F)cc3)CC2)C1c1ccccc1 (stereo unspecified)	2.6%	-0.859	-0.165	-0.478	1.61	i	i	15.4	-0.3%	·	·	1.8	1349	·	·	·	·	·
Cc1ccccc1Cn1cccc1/C=C1/C(=N)N2C=CSC2=NC1=O	3.4%	0.158	0.236	0.838	0.264	i	i	19.0	10.9%	i	-1.9	14.5	1137	10.3	10.6	2.5	2.1	9.1
CCn1c(O)c(/C=N/NC(=O)c2ccncc2)c(=O)n(CC)c1=S	15.9%	0.22	-0.27	0.39	-0.0101	i	·	·	50.0%	i	-2.8	-2.9	1179	6.4	7.4	5.6	3.5	5.6
CCCc1c(C)nc2ccccc2c1SCCC#N	9.6%	0.237	0.195	0.293	-1.04	i	i	60.0	21.3%	i	1.9	0.7	481	28.8	25.4	2.3	4.0	7.5
Cc1ccc(S(=O)(=O)N2CCC(C(=O)C3C(=O)CCCC3=O)CC2)cc1	-3.1%	-1.48	-0.305	-0.712	1.69	i	i	60.1	-3.5%	i	39.9	4.4	1029	-10.3	7.8	1.1	4.2	6.3
c1ccc(-c2onc3c2CCCC3)cc1	0.6%	0.465	-0.229	0.321	0.0158	i	i	48.2	1.8%	i	0.9	0.5	1069	2.6	10.5	1.6	2.1	5.9
CN(c1ccccc1)S(=O)(=O)c1cccc(Cl)c1Cl	1.7%	0.538	-0.752	0.496	-0.656	i	i	24.1	-7.9%	·	·	-1.3	1281	·	·	·	·	·
Cc1cc(=O)[nH]c(SCC(=O)N2CCc3ccccc3C2)n1	3.7%	-0.443	0.151	0.198	-0.0492	i	i	39.5	-0.4%	i	-0.6	0.6	1129	-1.4	-5.1	1.4	0.9	2.5
CCn1cc(C(=O)N2CCn3c(nc4ccccc43)C2)c(=O)c2ccc(C)nc21	4.2%	-0.965	-0.169	-0.545	0.192	i	i	22.6	13.7%	i	-4.6	·	·	8.4	-2.3	5.0	3.5	7.6
CC1CN(C(=O)CSc2ncnc3sccc23)CC(C)O1 (stereo unspecified)	3.4%	-0.295	-0.111	0.049	-0.785	i	i	31.6	6.6%	i	-0.5	-0.7	1099	-14.8	-3.8	3.3	2.0	5.6
COCc1[nH]nc2c1C(c1cccc(OC)c1)C(C#N)=C(N)O2 (stereo unspecified)	4.1%	-0.234	-0.157	0.115	0.209	i	·	·	17.5%	i	-6.3	2.7	1110	17.5	15.0	6.1	1.7	7.4
CCOC(=O)CSc1cc(C(F)(F)F)nc(-c2ccccn2)n1	-5.0%	-0.193	-0.255	-0.407	1.08	i	i	30.0	-11.5%	i	-2.5	·	·	4.1	-7.2	2.8	1.1	0.6
CCOc1ccc(NC(=S)N(CCOC)C(C)c2ccco2)cc1 (stereo unspecified)	-1.6%	0.156	-0.215	1.02	-0.751	i	i	57.8	2.9%	·	·	0.8	1375	·	·	·	·	·
Cn1c(N)c(C(=O)COC(=O)CCCOc2ccc(Cl)cc2Cl)c(=O)n(C)c1=O	8.4%	-0.398	-0.259	0.227	-0.373	i	i	57.5	-0.1%	i	-4.2	-3.6	1076	46.3	10.4	0.2	3.2	6.7
Cc1ccc(-c2nc3s/c(=C\c4ccco4)c(=O)n3n2)cc1	-0.5%	0.0774	-0.203	0.52	-0.305	i	i	23.0	13.3%	i	15.1	-1.8	891	-13.7	-145.1	3.2	2.7	8.6
CCOC(=O)CNc1ccc(C(=O)OCC)cc1[N+](=O)[O-]	5.1%	-0.0163	0.604	0.274	0.0169	i	i	62.1	-8.7%	i	-9.0	-2.0	543	-11.8	-17.0	3.3	2.2	6.5
CCOc1ccc(C(C)(C)C)cc1S(=O)(=O)n1nc(C)cc1C	2.4%	-0.0729	-0.284	-0.164	-0.183	i	i	48.9	-8.5%	i	-11.5	5.4	428	-3.9	6.4	4.2	2.1	2.1
O=C(NCc1cccs1)c1ccccc1F	8.5%	-0.648	-0.289	-0.07	1.31	i	i	38.3	11.0%	i	1.6	1.3	412	1.1	4.3	10.3	5.8	97.2
Cc1ccnc(SCC(=O)Nc2sc3c(c2C#N)CCCC3)n1	-0.3%	2.82	0.108	2.01	-2.21	i	i	54.2	2.0%	i	12.3	1.7	814	15.4	8.1	6.6	2.4	11.5
CCc1cc2cc3c(cc2nc1SCC(=O)Nc1cc(OC)c(OC)cc1C(=O)O)OCO3	76µM*	-0.224	-0.27	-0.155	0.779	i	i	17.5	<1µM*	i	-2.8	4.2	869	-9.1	10.4	5.0	2.2	10.9
C/C(=N\Nc1ncc(Cl)cc1Cl)c1ccc2c(c1)OCO2	5.0%	-0.254	-0.251	0.0901	-0.624	i	i	33.1	-6.2%	i	17.1	-3.6	1129	8.1	-0.5	0.9	1.5	1.6
CC(=O)c1cc2c(cc1NC(=O)CCC1CCCC1)OCO2	-0.2%	1.85	-0.215	1.07	-1.71	i	i	0.1	-14.5%	i	-0.7	-4.6	566	19.7	8.7	2.7	2.6	10.6
CCCCNC(=S)N(C)/N=C/c1sc(N2CCCCC2)nc1-c1cccs1	0.2%	0.59	0.933	1.45	-2.39	i	i	61.3	8.6%	i	11.9	·	·	14.8	5.5	1.1	2.3	3.9
